# Screening results (PubChem)
# ULK1 inh = blocks human autophagy kinase ULK1 | AlphaScreen Atg13 phosphorylation by ULK1, luminescence | inhibition, % at 5.96 µM | hit rate 1.9% among 30,000 | AID 1259251; in the data active means inhibition above about 43%;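 further: 0% = median of compound wells and 100% = no enzyme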
# ASK1 inh = inhibitors of human ASK1 kinase. hit rate 0.99% among 22,000. AlphaScreen MKK6 phosphorylation by ASK1, luminescence. inhibition, % at 7.44 µM; in the data active means inhibition above about 35%;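 further: 0% = median of compound wells and 100% = no enzyme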
# Target sequence (Q99683 whole entry, looked up): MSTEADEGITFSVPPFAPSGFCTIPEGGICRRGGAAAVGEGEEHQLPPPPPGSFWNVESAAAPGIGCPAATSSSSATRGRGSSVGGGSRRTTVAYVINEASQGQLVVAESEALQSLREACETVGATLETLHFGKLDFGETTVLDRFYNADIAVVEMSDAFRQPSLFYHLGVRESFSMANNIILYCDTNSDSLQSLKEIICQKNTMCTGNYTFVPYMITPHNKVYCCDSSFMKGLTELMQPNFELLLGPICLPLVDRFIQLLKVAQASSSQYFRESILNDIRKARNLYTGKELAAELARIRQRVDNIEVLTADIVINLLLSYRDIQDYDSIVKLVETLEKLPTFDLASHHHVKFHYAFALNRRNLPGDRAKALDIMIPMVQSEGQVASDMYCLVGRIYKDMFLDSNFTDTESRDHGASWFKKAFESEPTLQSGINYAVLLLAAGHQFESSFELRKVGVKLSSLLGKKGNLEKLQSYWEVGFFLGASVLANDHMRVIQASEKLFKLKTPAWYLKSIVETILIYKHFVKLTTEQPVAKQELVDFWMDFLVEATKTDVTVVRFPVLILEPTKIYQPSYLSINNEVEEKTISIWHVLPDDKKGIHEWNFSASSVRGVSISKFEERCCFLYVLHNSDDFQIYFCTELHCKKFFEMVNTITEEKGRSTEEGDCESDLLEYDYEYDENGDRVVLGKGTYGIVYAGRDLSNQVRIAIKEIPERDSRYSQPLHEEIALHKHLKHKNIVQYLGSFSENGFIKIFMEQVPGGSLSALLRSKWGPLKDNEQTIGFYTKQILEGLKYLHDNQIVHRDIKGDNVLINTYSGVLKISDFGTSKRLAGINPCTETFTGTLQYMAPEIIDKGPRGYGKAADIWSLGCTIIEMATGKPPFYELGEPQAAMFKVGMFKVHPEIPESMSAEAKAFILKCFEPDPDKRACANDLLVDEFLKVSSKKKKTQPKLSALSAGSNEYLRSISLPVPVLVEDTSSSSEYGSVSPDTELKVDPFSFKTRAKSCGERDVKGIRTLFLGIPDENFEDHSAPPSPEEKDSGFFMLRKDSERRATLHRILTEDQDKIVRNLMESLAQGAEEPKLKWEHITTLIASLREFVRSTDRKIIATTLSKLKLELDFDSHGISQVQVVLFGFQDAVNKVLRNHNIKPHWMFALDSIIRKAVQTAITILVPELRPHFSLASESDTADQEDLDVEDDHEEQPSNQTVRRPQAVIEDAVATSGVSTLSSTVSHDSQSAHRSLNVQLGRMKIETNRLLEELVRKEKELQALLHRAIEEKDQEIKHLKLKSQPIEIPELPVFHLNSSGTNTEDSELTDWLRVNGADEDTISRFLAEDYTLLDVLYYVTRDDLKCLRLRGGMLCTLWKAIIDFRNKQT
# * = called active by the depositor; / = no result given; & = joins results of further samples.
SMILES,ULK1 inh,ASK1 inh
FC(F)(F)c1cccc(-c2cnc3ccc4ccncc4c3c2)c1,-8,-18
c1csc(-c2nc(NC3CC3)c3ncn(C4CCCCC4)c3n2)c1,-7,-15
Cc1ccc2c(c1)CC(C(=O)Nc1ccc(-c3cn[nH]c3)cc1OCCN(C)C)CO2 (stereo unspecified),-12,6
Fc1ccc(-c2cncc(-c3cc(N4CCOCC4)nc(-c4ccccc4)n3)c2)cc1,1,/
O=C(Nc1ccc2c(c1)OCO2)c1ccc2nc(N3CCC(N4CCOCC4)CC3)sc2c1,20,8
FC(F)(F)c1ccc(Cn2cnc3c(NCc4cccc(C(F)(F)F)c4)nc(N4CCC(N5CCOCC5)CC4)nc32)cc1,-28,31
O=C(Cc1cn(-c2ccc(N3CCOCC3)nn2)c2ccccc12)NCCO,-3,11
CCOC(=O)N1CCN(c2cc(-c3cccc(C(F)(F)F)c3)nc(C)n2)CC1,-4,/
COc1cc2nc(-c3csc4ccccc34)nc(Nc3ccccc3)c2cc1OC,-58,-13
COc1c2c(nc3occc13)C(CC=C(C)C)(OC)C(=O)C=C2 (stereo unspecified),-1,/
Oc1ccc(CCNc2cc(Nc3nccc4ccccc34)ncn2)cc1,-20,-7
CC(C)n1c(-c2csc3ccccc23)nc2c(Nc3ccccc3)ncnc21,-5,8
COc1cc2nc(NCc3cccnc3)nc(NCc3ccccc3)c2cc1OC,7,2
CCCNc1cc(C)nc(N2CCN(c3ccccn3)CC2)n1,2,-2
O=C1NCc2cccc(Nc3ccnc(Nc4ccc(N5CCOCC5)cc4)c3)c21,2,22
O=C(NCCCN1CCCC1=O)c1cccc(-c2ccc(N3CCOCC3)nc2)n1,3,4
CC(=O)c1cccc(-c2nc(NCc3cccnc3)c3ncn(C4CCCCC4)c3n2)c1,-18,3
NS(=O)(=O)c1cc2c(cc1Cl)NCNS2(=O)=O,-2,/
O=C(NCCN1CCOCC1)c1csc(-c2csc3ccccc23)n1,-2,0
COc1cccc(CNC(=O)Nc2ccc(-c3cn[nH]c3C)cc2OCCN2CCOCC2)c1,0,-6
CCCNc1nc(-c2ccc(C(=O)N3CCN(C)CC3)cc2)ncc1C,-13,1
O=C(NCc1nc2ccccc2[nH]1)c1cnc(NCc2cccnc2)s1,13,6
COCCn1c(Cc2ccccc2)nnc1SCC(=O)N1CCCCC1C (stereo unspecified),5,/
COc1ccc(-c2ncc(C)c(Nc3cc(OC)c(OC)c(OC)c3)n2)cc1,67*,22
O=C(NCN1CCc2ccccc2C1)c1ccccc1,-4,/
Cc1cc(NCc2cccnc2)nc(-c2ccc(C(=O)N3CCN(C)CC3)cc2)n1,5,-19
O=C1CCCN1CCCNc1nc(Nc2cnccn2)nc2c1ncn2C1CCCCC1,21,-6
O=C(Nc1cc(Cl)cc(Cl)c1O)c1c(O)c(Cl)cc(Cl)c1Cl,41,/
O=C(Cc1cn(-c2ccc(N3CCc4ccccc4C3)nn2)c2ccccc12)NCc1cccnc1,-2,-7
C#Cc1ccc(C(=O)Nc2cccc(C)c2N2CCC3(CC2)OCCO3)o1,-3,12
Cc1cnc(-c2ccc(C(=O)NC3CC3)cc2)nc1NCc1nc2ccccc2[nH]1,-19,-6
CC(=O)c1cccc(-c2nccc(NCCCN3CCCC3=O)n2)c1,-1,-1
CC(C)NCC(O)COc1cccc2ccccc12 (stereo unspecified),6,/
O=C(NC1CC1)c1csc(Nc2ccncc2)n1,6,11
CCN(CC)c1nc(NCCN(C(C)C)C(C)C)nc(Nc2nc3ccccc3n2C)n1,-2,8
O=C(Nc1ccc2[nH]ncc2c1)c1cc(O[C@H]2CCN(Cc3ccccc3)C2)ccn1,-14,19
CCN(CC)c1nc(Nc2cnccn2)nc(NC2CC2)n1,-6,-4
O=C(NC1CC1)c1ccnc(Nc2ccncc2)c1,5,-4
COc1ccc(-c2ncc(C)c(NCc3ccccc3)n2)cn1,0,-1
CC(C)(C)NC(=O)NCc1nnnn1-c1ccc(F)cc1,5,/
Cc1noc(C)c1-c1nccc(NCc2ccccc2)n1,3,5
CC(C)n1cnc2c(Nc3ccc(Oc4ccccc4)cc3)nc(NCCCN3CCCC3=O)nc21,-1,26
c1ccc(N2CCN(c3nccc(NCc4cccnc4)n3)CC2)nc1,2,-7
Nc1nc(Nc2ccccc2)cc(Nc2ccccn2)n1,5,10
COc1cc(Nc2nc(Nc3ccccn3)nc3c2ncn3-c2ccccc2)cc(OC)c1OC,-1,9
N[C@H](Cc1ccc(-c2cn[nH]c2)cc1)C(=O)N(CCO)Cc1ccccc1,-5,-10
CCN(CC)C(=O)C1CCCN(c2nc(NC3CCN(Cc4ccccc4)CC3)c3ncn(CCN4CCCC4=O)c3n2)C1 (stereo unspecified),3,9
O=C(NCc1ccccc1)c1ccc2nc(N3CCN(Cc4ccc5c(c4)OCO5)CC3)sc2c1,8,-5
CS(=O)(=O)c1ccc(-c2cn[nH]c2-c2ccc(F)cc2)cc1,-1,5
NC(=O)c1ccc(-c2cccc(C(N)=O)n2)cc1,14,-12
O=C1C2C3C=CC(C3)C2C(=O)N1CN(CN1C(=O)C2C3C=CC(C3)C2C1=O)C1CCCCC1 (stereo unspecified),14,/
CC(=O)NNc1nc(-c2cc3ccccc3oc2=O)cs1,7,/
CC(=O)Nc1ccc(Nc2nc(N3CCc4ccccc4C3)ncc2C)cc1,32,-6
COc1ccc(CCNc2nc(OC)nc(-c3ccc(N4CCOCC4)nc3)n2)cc1,-8,5
O=C(Nc1ccc(Oc2ccccc2)cc1)c1ccc2nc(Nc3ccccn3)sc2c1,-13,21
CC(C)c1nc2ccc(-c3cn[nH]c3)cc2c(=O)[nH]1,69*,12
COc1ccc(CCNc2nc(NCCN3CCOCC3)nc3cc(OC)c(OC)cc23)cc1,2,-16
Cc1cc(NCc2ccccc2)nc(N2CCOCC2)n1,10,3
Nc1nc(Cl)nc2c1ncn2-c1ccsc1,-13,-7
CC(=O)c1cccc(-c2ncc(C(=O)NCCOc3ccccc3)s2)c1,-31,4

# Random excerpt: two compounds from above
SMILES,ULK1 inh,ASK1 inh
COc1ccc(CCNc2nc(OC)nc(-c3ccc(N4CCOCC4)nc3)n2)cc1,-8,5
COc1ccc(CCNc2nc(NCCN3CCOCC3)nc3cc(OC)c(OC)cc23)cc1,2,-16

# (more compounds)
SMILES,ULK1 inh,ASK1 inh
CC(=O)Nc1ccc2c(=O)cc(-c3ccc(C(C)(C)C)cc3)oc2c1,-9,/
CN1CCN(C(=O)c2ccc(-c3nc(NCCN4CCOCC4)c4ncn(-c5ccccc5)c4n3)cc2)CC1,2,2
CC(C)n1c(Nc2cnccn2)nc2c(NCCOc3ccccc3)ncnc21,7,2
COc1ccccc1-n1ncc2c(=O)[nH]c(SC(C)C)nc21,-8,/
O=C1CCCN1CCn1cnc2c(NCCc3ccc(O)cc3)nc(Nc3ccc(-n4ccnc4)cc3)nc21,-2,-8
O=S(=O)(O)c1ccc(N=NN2CCOCC2)c2ccccc12,0,/
Cn1c(Nc2cc(NCCc3ccc(O)cc3)nc(N)n2)nc2ccccc21,-19,-12
CCN(CC)C(=O)C1CCCN(c2nc(NCCCN3CCCC3=O)c3ncn(Cc4ccc(C(F)(F)F)cc4)c3n2)C1 (stereo unspecified),0,-3
CCN(CC)C(=O)C1CCCN(c2nc(Nc3ccccc3)c3ncn(C(C)C)c3n2)C1 (stereo unspecified),3,16
CC(C)=CCC/C(C)=C/CC/C(C)=C/CC/C(C)=C/CC1=C(C)C(=O)c2ccccc2C1=O,6,/
CCCNc1cc(C)nc(NCc2cccnc2)n1,-14,-9
Cc1cnc(-c2ccc(N3CCOCC3)nc2)nc1NCCN(C(C)C)C(C)C,2,-2
CC(C)n1cnc2c(N)nc(-c3ccc(C(=O)NC4CC4)cc3)nc21,8,-30
O=C(c1ccc2cncc(-c3ccccc3)c2n1)N1CCC(O)CC1,31,/
FC(F)(F)c1ccc(Cn2cnc3c(NC4CC4)nc(-c4cccs4)nc32)cc1,-26,-7
O=C1CCCN1CCn1cnc2c(NCc3ccccc3)nc(NCCN3CCOCC3)nc21,4,-12
c1ccc(CNc2ccnc(Nc3ccc(N4CCOCC4)cc3)c2)cc1,8,19
CCCNc1nc(N2CCN(c3ccccn3)CC2)nc2nc[nH]c12,-30,-1
CCOc1ccc(/C=N/Nc2cc(N3CCOCC3)ncn2)c(O)c1,-9,/
O=C(Nc1ccc2[nH]ncc2c1)[C@@H]1CCCN1C(=O)C(O)c1ccc(Cl)cc1 (stereo partly specified),-2&4,-2&0
CC(C)=CCC/C(C)=C/CC/C(C)=C/CC/C=C(\C)CC/C=C(\C)CCC=C(C)C,-13,/
CCCNc1cc(-c2ccc(C(=O)N3CCN(C)CC3)cc2)ncn1,-1,-18
Cn1c(Nc2nccc(NCc3cccc(C(F)(F)F)c3)n2)nc2ccccc21,-7,-1
COc1cc2nc(Nc3ccccn3)nc(Nc3ccccc3)c2cc1OC,-18,11
NC(=O)c1ccc(-c2ccc(C(=O)NC3CCN(Cc4ccccc4)CC3)s2)cc1,-5,-3
FC(F)(F)c1ccc(Cn2cnc3c(NCc4cccc(C(F)(F)F)c4)nc(Nc4ccc(-n5ccnc5)cc4)nc32)cc1,-5,-4
COc1cc(Nc2nc(C)cc(NCCCN3CCCC3=O)n2)cc(OC)c1OC,2,-2
COC(=O)C1=C(C)NC(=O)N(C(C)=O)C1c1ccccc1 (stereo unspecified),-5,/
Nc1cccc(-c2cccc(C(=O)NCCCN3CCCC3=O)n2)c1,-9,-20
COc1ccc(CCNc2nc(-c3ccc(C(N)=O)cc3)nc3c2ncn3Cc2ccc(C(F)(F)F)cc2)cc1,-33,14

# Shown as a hit in ULK1 inh (from the list above):
SMILES,ULK1 inh,ASK1 inh
COc1ccc(-c2ncc(C)c(Nc3cc(OC)c(OC)c(OC)c3)n2)cc1,67*,22
CC(C)c1nc2ccc(-c3cn[nH]c3)cc2c(=O)[nH]1,69*,12

# The list continues:
SMILES,ULK1 inh,ASK1 inh
Oc1ccc(CCNc2nc(N3CCN(c4ccccn4)CC3)nc3c2ncn3-c2ccccc2)cc1,7,20
c1ccc(CN2CCC(Nc3ccnc(-c4ccccc4)n3)CC2)cc1,-3,-2
CCN(CC)C(=O)C1CCCN(c2cc(C(=O)NCCN3CCOCC3)ccn2)C1 (stereo unspecified),-7,-2
CC(C)N(CCNC(=O)c1ccc2nc(-c3csc4ccccc34)sc2c1)C(C)C,-10,-5
CCCNC(=O)c1cnc(-c2ccc(OC)cc2)s1,-9,-16
O=C1CCCN1CCCNc1nc(Nc2ccccc2)c2ncn(-c3ccsc3)c2n1,13,-5
CN(C)C(=O)c1cc(-c2ccncc2)ccc1NC(=O)C1COc2ccccc2C1 (stereo unspecified),13,-6
FC(F)(F)c1ccc(Nc2nc(NCc3cccnc3)c3ncn(-c4ccsc4)c3n2)cc1,-11,-3
CC(=O)Nc1ccc(Nc2cc(N3CCC(N4CCOCC4)CC3)ncn2)cc1,-11,11
NC(=O)c1ncsc1Nc1ccnc(Nc2ccc(N3CCOCC3)cc2)c1,-1,4
O=C1CCCN1CCCNc1nc(NCc2ccc3c(c2)OCO3)nc2c1ncn2Cc1ccc(C(F)(F)F)cc1,-23,6
Clc1cnc(Nc2ccc(-n3cnc(N4CCOCC4)n3)cc2)nc1-c1cn[nH]c1,77*,-33
Cc1cc(NCCO)nc(N2CCCC2CO)n1 (stereo unspecified),7,4
COc1ccc(CCNC(=O)c2ccc(-c3ccc(N4CCOCC4)nc3)s2)cc1,12,-30
CC(C)N(CCNc1cc(NC2CCN(Cc3ccccc3)CC2)ncn1)C(C)C,4,-11
CC(C)n1cnc2c(NCCCN3CCCC3=O)nc(-c3cccs3)nc21,5,0
COc1ccc2c(c1)CC(c1nc3ccc(-c4cn[nH]c4)cc3c(=O)n1CCN1CCCC1)CO2 (stereo unspecified),-7,-10
O=C(NC1CCN(Cc2ccccc2)CC1)c1cc(NC2CCN(Cc3ccccc3)CC2)nc2ccccc12,3,-6
COc1cc(Nc2nc(Nc3ccccc3)c3ncn(-c4ccsc4)c3n2)cc(OC)c1OC,15,30
COC(F)(F)C(Cl)Cl,7,/
CC(C)(C)n1cc(NC(=O)C2CC(c3c(O)ccc4ccccc34)=NO2)cn1 (stereo unspecified),7,-10
NC(=O)COC(=O)c1ccccc1Nc1cccc(C(F)(F)F)c1,-8,/
Cn1ncc(-c2ccnc(Nc3ccc(-n4cnc(N5CCOCC5)n4)cc3)c2)c1Nc1ccccc1,-30,-4
CCCNC(=O)Cc1cn(-c2ccc(Nc3ccccc3)nn2)c2ccccc12,-4,3
O=C(NCCCN1CCCC1=O)c1csc(NCc2cccnc2)n1,2,-8
CC(=O)Nc1ccc(Nc2nc(Nc3ccc(C(F)(F)F)cc3)nc3c2ncn3Cc2ccc(C(F)(F)F)cc2)cc1,-10,-11
CCOC(=O)N1CCN(c2[nH]c(=O)n(C)c(=O)c2CC=C(C)C)CC1,4,/
COc1nc(Nc2cc(OC)c(OC)c(OC)c2)nc(-c2ccccc2)n1,-31,-2
Cc1cnc(-c2ccc(N3CCN(C)CC3)cc2)nc1NCc1ccccc1,8,-15

# Among those listed so far, these have a thiophene ring, fused or not.
SMILES,ULK1 inh,ASK1 inh
c1csc(-c2nc(NC3CC3)c3ncn(C4CCCCC4)c3n2)c1,-7,-15
COc1cc2nc(-c3csc4ccccc34)nc(Nc3ccccc3)c2cc1OC,-58,-13
CC(C)n1c(-c2csc3ccccc23)nc2c(Nc3ccccc3)ncnc21,-5,8
O=C(NCCN1CCOCC1)c1csc(-c2csc3ccccc23)n1,-2,0
Nc1nc(Cl)nc2c1ncn2-c1ccsc1,-13,-7
FC(F)(F)c1ccc(Cn2cnc3c(NC4CC4)nc(-c4cccs4)nc32)cc1,-26,-7
NC(=O)c1ccc(-c2ccc(C(=O)NC3CCN(Cc4ccccc4)CC3)s2)cc1,-5,-3
CC(C)N(CCNC(=O)c1ccc2nc(-c3csc4ccccc34)sc2c1)C(C)C,-10,-5
O=C1CCCN1CCCNc1nc(Nc2ccccc2)c2ncn(-c3ccsc3)c2n1,13,-5
FC(F)(F)c1ccc(Nc2nc(NCc3cccnc3)c3ncn(-c4ccsc4)c3n2)cc1,-11,-3
COc1ccc(CCNC(=O)c2ccc(-c3ccc(N4CCOCC4)nc3)s2)cc1,12,-30
CC(C)n1cnc2c(NCCCN3CCCC3=O)nc(-c3cccs3)nc21,5,0
COc1cc(Nc2nc(Nc3ccccc3)c3ncn(-c4ccsc4)c3n2)cc(OC)c1OC,15,30
